PfHsp90 yeast 2 – growth inhibition of PfHsp90-expressing yeast, primary screen, antimalarial PfHsp90 inhibitor project, S. cerevisiae, BacTiter-Glo luminescence, single point, set 2. inhibition, % at 9.4 µM. 310,000 tested, 0.32% active. BacTiter-Glo ATP, 48 h; yeast lacking PDR1 and PDR3 efflux regulators;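 active = every replicate shows inhibition above about 80%, whatever the replicate mean, limit read from the data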;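 also: 0% = DMSO neutral controls and 100% = 20 µM radicicol positive controls; yeast relying on Plasmodium falciparum Hsp90 in place of its own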
OPRM1-OPRD1 ag – agonists of OPRM1-OPRD1 heterodimerization, primary screen, cell-based, luminescence | cells | 340,000 tested, 0.3% active | Mu-type opioid receptor (Homo sapiens) + Delta-type opioid receptor (Homo sapiens), … | AID 504326, 2011 | activation, % at 9.3 µM; in the data active = activation above about 18%;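 also: 0% = vehicle-treated cells and 100% = reference agonist; values of inactives mirror those of a sister screen read the other way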
AddAB inh – growth inhibition of E. coli expressing H. pylori AddAB, primary screen, AddAB inhibitor project, absorbance; inhibition, % at 11.9 µM; 330,000 tested, 0.29% active; AID 435030, 2010; in the data active = inhibition above about 12%;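 also: 0% = vehicle wells of infected cells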
phage Ecoli inh – growth loss of phage-infected E. coli, primary screen, RecBCD inhibitor project, absorbance, with phage, HTS | inhibition, % at 11.9 µM | 360,000 tested, 0.26% active; in the data active = inhibition above about 11%
PKA-R2B act – activators of PKA-R2B holoenzyme, primary screen, biochemical, fluorescence polarization, Cy5-IP20, human | cAMP-dependent protein kinase catalytic subunit beta (Homo sapiens) + cAMP-dependent … | 340,000 tested, 0.079% active | AID 504700, 2011 | activation, % at 11.4 µM | PKA-R2B holoenzyme dissociation; R2B truncated from residue 108, S112A mutant; 0% DMSO only, 100% 113 µM cGMP;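 active = activation above a cutoff set at the mean over all compounds plus 3 SD, cut at about 18% in these data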;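 also: higher means more holoenzyme dissociation and a rise in polarization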
Target sequence (P31323 whole entry, looked up, other chains not shown, the tested form may be a part): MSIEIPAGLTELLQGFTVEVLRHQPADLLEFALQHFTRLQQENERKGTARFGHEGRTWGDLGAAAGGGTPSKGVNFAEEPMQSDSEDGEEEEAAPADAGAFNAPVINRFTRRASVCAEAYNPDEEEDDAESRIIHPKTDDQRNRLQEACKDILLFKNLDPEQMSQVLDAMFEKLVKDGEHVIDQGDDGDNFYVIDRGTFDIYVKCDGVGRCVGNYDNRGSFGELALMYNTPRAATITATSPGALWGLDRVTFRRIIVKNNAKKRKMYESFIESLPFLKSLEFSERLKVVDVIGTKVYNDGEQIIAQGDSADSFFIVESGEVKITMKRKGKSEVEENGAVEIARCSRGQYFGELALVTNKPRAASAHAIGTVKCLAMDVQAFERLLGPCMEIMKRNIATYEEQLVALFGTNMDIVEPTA
PKA-R1A activ – activators of PKA-R1A holoenzyme, primary screen, biochemical, fluorescence polarization, Cy5-IP20, bovine R1A, mouse PKAc; cAMP-dependent protein kinase type I-alpha regulatory subunit (Bos taurus) + …; AID 504707, 2011; PKA-R1A dissociation; scaled: DMSO 0%, 113 µM cGMP 100%; 340,000 tested, 0.083% active; activation, % at 11.4 µM;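 active = percent activation above the mean of all tested compounds plus 3 SD, cut at about 19% in these data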;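 also: higher means more PKAc released from R1A so a rise in polarization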
Tat transport – E. coli Tat export inhibitors, primary screen, MC4100, TorA-mCherry reporter, fluorescence, single point | inhibition, % at 10 µM | 340,000 tested, 0.036% active;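 active = mean replicate inhibition at least 50% and at least half of replicates individually reaching 50%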;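 also: exported cargo escapes ClpAP degradation while cytoplasmic cargo is degraded and loses fluorescence; 0% = median of neutral control wells and 100% = median of NaSCN control wells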
SUMO Mot1 rescue – yeast Mot1-301 growth rescue at high temperature, primary screen, SUMOylation pathway inhibitor project, S. cerevisiae, ATP luminescence, 38.5C; growth rescue, % at 18.8 µM; AID 2716, 2010; 320,000 tested, 1% active; S. cerevisiae Mot1-301 growth rescue; percent above DMSO median, 100 means doubled;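 active = every valid replicate shows activation above 250% relative to neutral control wells; inactive = the rest, any valid replicate at or below 250%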;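 also: OY570 slx delta 5 strain wells were the positive control but not used for scaling; some compounds called inactive have numbers as strong as hits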
OPRM1-OPRD1 inv – inverse agonists of MOR-DOR heterodimerization, primary screen, cell-based, luminescence. Mu-type opioid receptor (Homo sapiens) + Delta-type opioid receptor (Homo sapiens), …. cell-based MOR-DOR heterodimer luminescence, inverse agonism. inhibition, % at 9.3 µM. 340,000 tested, 0.21% active; in the data active = inhibition above about 22%, passing the limit was not always enough;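 also: 0% = cells with DMSO and 100% = wells without cells with DMSO; values of inactives mirror those of a sister screen read the other way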
Ecoli viability – E. coli V3065 growth inhibition, primary screen, counter-screen for AddAB inhibitor project, absorbance, OD600 | 18 h | inhibition, % at 11.9 µM | 330,000 tested, 0.27% active | AID 449728, 2010;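 active = inhibition above the campaign's mean inhibition across all tested compounds plus 3 SD, cut at about 9.9% in these data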;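 also: uninfected addAB+ strain grown without phage in ampicillin broth; 0% = DMSO wells and 100% = ciprofloxacin 0.95 µg/ml wells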
HTR5A inv ctr – HTR5A inverse agonists in luminescence cell assay, primary screen, counter-screen for OPRM1-OPRD1 heterodimer inverse agonist project, full-deck HTS; 5-hydroxytryptamine receptor 5A (Homo sapiens), P47898; HTR5A cell line, inverse agonism; inhibition, % at 9.3 µM; 340,000 tested, 0.083% active; AID 504634, 2011; in the data active = inhibition mostly above about 23%, no sharp cut-off; inactive = mostly below about 18%;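 also: 0% = cells with DMSO and 100% = no-cell wells with DMSO; some compounds called inactive have numbers as strong as hits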
Target sequence (P47898 whole entry, looked up): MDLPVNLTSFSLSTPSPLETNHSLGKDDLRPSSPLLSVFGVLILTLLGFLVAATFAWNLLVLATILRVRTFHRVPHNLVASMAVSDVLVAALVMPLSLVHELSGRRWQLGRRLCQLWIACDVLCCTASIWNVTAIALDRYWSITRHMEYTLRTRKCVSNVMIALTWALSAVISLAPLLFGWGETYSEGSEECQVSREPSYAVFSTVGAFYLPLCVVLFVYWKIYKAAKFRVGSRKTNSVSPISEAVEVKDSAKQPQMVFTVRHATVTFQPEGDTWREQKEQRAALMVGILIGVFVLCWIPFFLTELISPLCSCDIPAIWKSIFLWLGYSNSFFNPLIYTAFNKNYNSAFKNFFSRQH
* = called active by the depositor; nt = no result given; & = joins results of further samples.

The first two records as a preview:
SMILES | PfHsp90 yeast 2 | OPRM1-OPRD1 ag | AddAB inh | phage Ecoli inh | PKA-R2B act | PKA-R1A activ | Tat transport | SUMO Mot1 rescue | OPRM1-OPRD1 inv | Ecoli viability | HTR5A inv ctr
COc1ccc(CCNC(=O)c2cc3ccccc3oc2=O)cc1 | -2 | -0.9 | 4.3 | -0.2 | -2 | -5 | -2 | 14 | 5 | 0.2 | -14
COC(=O)CNC(=O)COC(=O)C(Cc1ccccc1)NC(=O)c1ccco1 (stereo not given) | -2 | -0.6 | 0.5 | 2.5 | -9 | 4 | -5 | 76 | 4 | 0.4 | 8

Main list, from the first entry:
SMILES | PfHsp90 yeast 2 | OPRM1-OPRD1 ag | AddAB inh | phage Ecoli inh | PKA-R2B act | PKA-R1A activ | Tat transport | SUMO Mot1 rescue | OPRM1-OPRD1 inv | Ecoli viability | HTR5A inv ctr
COc1ccc(CCNC(=O)c2cc3ccccc3oc2=O)cc1 | -2 | -0.9 | 4.3 | -0.2 | -2 | -5 | -2 | 14 | 5 | 0.2 | -14
COC(=O)CNC(=O)COC(=O)C(Cc1ccccc1)NC(=O)c1ccco1 (stereo not given) | -2 | -0.6 | 0.5 | 2.5 | -9 | 4 | -5 | 76 | 4 | 0.4 | 8
COc1cc(CNc2ccc(N3CCN(C(C)=O)CC3)cc2)ccc1OCc1ccccc1 | 36 | 3.7 | 1.3 | 1.7 | -6 | -12 | -2 | -6 | -17 | -0.8 | 11
O=C(c1ccco1)N1CCN(S(=O)(=O)N2CCOCC2)CC1 | 19 | -2.2 | -1.4 | 2.5 | 7 | 12 | 1 | -5 | 13 | -0.4 | -5
O=C1Nc2ccccc2SC1c1ccccc1Cl (stereo not given) | 38 | 0.9 | nt | 4.2 | -3 | -9 | -4 | nt | -4 | nt | 8
CSc1cccc(NC(=O)c2ccc(NC3=NC4CS(=O)(=O)CC4S3)cc2)c1 (stereo not given) | 5 | -0.9 | -0.6 | -1.9 | 5 | -3 | -3 | -21 | 5 | -1.6 | 8
COc1ccccc1CNC(=O)C(=O)NCC1OCCCN1S(=O)(=O)c1cccs1 (stereo not given) | 7 | -1.8 | 2.9 | -0.9 | -8 | -7 | -3 | 1 | 6 | -0.5 | 9
CC(=O)N1CCC2(CC1)C(C#N)=C(N)Oc1c2sc2nc(C)cc(C)c12 | -11 | -0.8 | -3.0 | 0.5 | 1 | -1 | -7 | -9 | 5 | -1.3 | -23
O=C1Nc2ccccc2C(O)(C(=O)NCc2ccc3c(c2)OCO3)N1c1ccccc1 (stereo not given) | 0 | -2.0 | 1.2 | 3.4 | -6 | 0 | 1 | 1 | 11 | -0.5 | 9
CCCCN(CCCC)C(=O)C1(P(=O)(c2ccccc2)c2ccccc2)CCC1 | 33 | 0.4 | 5.5 | 0.9 | 9 | 4 | 10 | 11 | -2 | 2.6 | -41
CN1CCN(S(=O)(=O)c2ccc(Oc3ccc(F)c(Cl)c3)nc2)CC1 | -35 | 0.1 | 2.4 | 3.1 | 0 | 9 | 3 | -11 | -1 | -0.9 | 7
CC1(C)CC(=O)C(C=NCCCN2CCOCC2)=C(O)C1 | -20 | -2.4 | -1.1 | 1.7 | -2 | 4 | -8 | 11 | 13 | -2.5 | 3
CCN1CCN(C(c2cc3cc4c(cc3[nH]c2=O)OCO4)c2nnnn2C(C)(C)CC)CC1 (stereo not given) | 16 | -0.9 | 3.5 | 0.2 | 6 | -5 | 28 | 7 | 5 | 4.6 | -1
O=C(/C=C/c1ccccc1)N1CCN(CC(O)COc2ccccc2)CC1 (stereo not given) | -10 | -1.2 | 0.7 | 2.5 | -1 | -7 | 1 | -14 | 7 | -2.5 | -4
COc1cccc(/C=c2/s/c(=C(\C#N)C(=O)N3CCOCC3)n(-c3ccccc3)c2=O)c1 | nt | -2.3 | 0.0 | 1.1 | 2 | 7 | -4 | -13 | 12 | -0.6 | -28
COc1cc(C(=O)NCC(=O)N/N=C(C)\C=C\c2ccccc2)cc(OC)c1OC | -4 | -1.2 | -0.5 | 2.6 | -2 | 3 | 3 | -5 | 7 | 0.4 | -1
COc1cc(C(=O)NC2=NCCS2)cc(OC)c1OC | 9 | 1.2 | 1.5 | 3.0 | 7 | 4 | -3 | -6 | -7 | -1.9 | 15
O=C(C[n+]1cc(-c2ccc(F)cc2)n2c1CCC2)c1cccs1 | 11 | -2.7 | 3.6 | 4.9 | -10 | 6 | 15 | 6 | 14 | -1.8 | -5
Cn1c(NC(=O)c2cccs2)cc(=O)n(C)c1=O | 19 | -0.9 | 0.6 | 2.1 | 0 | 4 | 2 | -24 | 5 | 0.5 | -10
CCCC(C)C(=O)OCC(=O)NCc1ccc(OC)c(OC)c1 (stereo not given) | -8 | -0.6 | 3.4 | 3.4 | -1 | -2 | -6 | 0 | 3 | -0.8 | 6
COc1ccccc1CNc1nc(C)c(C(=O)N(C)C)s1 | 4 | -0.7 | nt | 0.3 | -1 | 2 | -5 | nt | 5 | nt | -13
O=C(Nc1ccccc1)OCCNC(=O)c1ccccc1 | 19 | -1.7 | 2.0 | 3.0 | -3 | 1 | -5 | -6 | 8 | 3.1 | 17
Cc1ccc2nc(C(C)O)[nH]c2c1 (stereo not given) | -3 | -1.6 | 1.6 | 2.5 | 2 | 1 | 3 | -1 | 10 | 0.8 | -24
COc1ccc(NC(=O)CCCC2CCCCC2)cc1S(=O)(=O)N1CCCCC1 | -3 | -0.3 | -3.4 | 3.9 | -9 | -5 | 2 | 22 | 1 | -1.2 | 0
Cc1cnc(NC(=O)COc2ccccc2)s1 | nt | 1.6 | 2.5 | 1.7 | 1 | -1 | 9 | 8 | -9 | -0.6 | -19
CC(C)c1ccc(N(CCc2ccccn2)C(=O)C(C)(C)C)cc1 | 1 | 4.3 | 4.8 | 0.4 | -14 | 1 | -1 | -22 | -21 | 1.4 | 16
CC1(C)CC(=O)c2c(O)cc(OCC(=O)N3CCN(c4ccccc4)CC3)cc2O1 | -3 | -1.7 | 2.0 | -0.1 | 0 | -8 | -4 | 139 | 9 | 2.5 | -21
Cc1ccc(C(=O)NCCc2nnc(SCC(=O)Nc3nc(-c4ccccc4)cs3)n2C)cc1 | 5 | 0.7 | 1.2 | 3.4 | 2 | -5 | -1 | 10 | -3 | 0.8 | 3
COc1ccc(CC(C#N)(CO)c2nc3ccccc3[nH]2)cc1 (stereo not given) | 1 | -1.6 | 1.6 | 3.6 | -9 | 3 | -2 | 138 | 8 | -2.0 | -5
O=C(CCC(=O)c1ccccc1)NC1CCCN(Cc2ccccc2F)C1 (stereo not given) | 15 | 2.0 | -0.8 | 0.7 | -1 | -4 | 3 | -1 | -10 | 1.5 | 14
O=C(NCc1ccccc1)C1CCCN1S(=O)(=O)c1ccc(F)cc1 (stereo not given) | -13 | -1.1 | 2.4 | 1.5 | 2 | -1 | -4 | -3 | 6 | 1.7 | -16
COC(=O)C1=C(C)NC(=O)NC1c1cc(Cl)ccc1OC (stereo not given) | nt | -0.7 | 3.0 | 1.0 | -3 | -9 | -4 | 126 | 4 | -0.6 | 3
CCOC(=O)c1c(NC(=O)Cc2cccs2)sc(C)c1C | -10 | 2.0 | -0.3 | 1.2 | -16 | -6 | 4 | 5 | -12 | 1.6 | 15
CCN1CCN(Cc2ccc(NC(=O)c3ccc(C)c(NC(=O)C[C@@H]4NC(=O)[C@H](Cc5ccccc5)NC4=O)c3)cc2C(F)(F)F)CC1 | 12 | -2.8 | 0.4 | -0.4&1.6 | 0&-2 | -17&-7 | -17 | -10 | 15 | 0.5 | 7
Cc1cccc(NC(=O)CN(C)S(=O)(=O)c2cccs2)c1 | -27 | 1.5 | 0.1 | 3.0 | -5 | 0 | -8 | -4 | -9 | -2.1 | -12
CCCC(=O)N1CC(=O)Nc2ccc(C)cc2C1c1ccc(F)cc1 (stereo not given) | -7 | -1.5 | -1.2 | 1.4 | 4 | -12 | 11 | 194 | 8 | -0.8 | -15
COc1cccc(OCC(O)CN2CCN(CCO)CC2)c1 (stereo not given) | 10 | -2.5 | 4.8 | 1.8 | 2 | -4 | -9 | 0 | 11 | -0.7 | -18
CCCOc1ccc(C(=O)CCC(=O)OCC(=O)N(CC)c2c(N)n(Cc3ccccc3)c(=O)[nH]c2=O)cc1 | -2 | -3.1 | nt | 0.5 | -1 | -3 | 6 | nt | 12 | nt | -7
CO/C([O-])=N/c1c[n+](-c2ccc(C)cc2)no1 | -31 | -3.9 | 0.4 | 2.4 | 4 | -6 | 5 | 6 | 16 | -1.3 | 1
CCCOc1ccc(Oc2nc(-c3ccncc3)nc3ccccc23)cc1 | -2 | -0.4 | -0.8 | 4.8 | -1 | -1 | 8 | 2 | 2 | -2.5 | -3
CN(C)CCN(Cc1cc2cc3c(cc2[nH]c1=O)OCCO3)C(=S)NCC1CCCO1 (stereo not given) | 0 | -1.0 | 0.8 | 1.2 | 4 | 6 | -5 | -4 | 4 | 0.7 | 7
O=C(Nc1cccc(F)c1)Nc1c[nH]c(=O)[nH]c1=O | -19 | -0.5 | -0.8 | 1.6 | -5 | -5 | -280 | 26 | 2 | -0.8 | 7
COc1ccc(CN2CCNC(=O)C2CC(=O)NCCSc2nccn2C)c(OC)c1 (stereo not given) | nt | -1.6 | -0.8 | -1.8 | 1 | -8 | 4 | -4 | 8 | 1.9 | 4
O=C(O)c1ccc(CN(Cc2ccccc2)S(=O)(=O)c2ccc(Cl)cc2)cc1 | -11 | -0.5 | 3.6 | 0.5 | -1 | -3 | 7 | 2 | 4 | 2.5 | 20
Cc1ccc(C(=O)NNC(=O)CCN2C(=O)C3CCCCC3C2=O)cc1 (stereo not given) | -21 | -2.4 | 0.3 | 3.2 | -3 | -1 | 4 | 6 | 14 | 2.3 | -10
COC(=O)C1=C(C)NC(C)=C(C(=O)OC)C1c1ccc(N(C)C)cc1 | nt | 1.3 | 1.6 | 0.2 | 2 | 11 | 0 | 3 | -6 | 0.2 | 4
Cc1[nH]c(C)c(S(=O)(=O)Nc2cccc(Cl)c2C)c1C(=O)N1CCCCC1 | 30 | -2.4 | 3.7 | 1.4 | 7 | -4 | -4 | 8 | 13 | -2.2 | -3
COc1ccc(CCNc2nc3ccccc3n3nnnc23)cc1OC | -15 | 0.7 | -1.2 | 1.1 | -10 | -18 | 9 | 5 | -4 | -1.4 | -14
CCc1cc2cc3c(cc2nc1SCC(=O)Nc1nnc(C)s1)OCCO3 | -13 | 0.1 | 3.7 | 1.3 | 5 | -3 | 0 | 481 | -1 | -1.2 | -20

Bioassay records as filed in PubChem BioAssay.
